bCat nuc transl: modulators of beta-catenin nuclear translocation; hit rate 0.3% among 190,000; nuclear translocation activity, % at 5 µM; AID 1665; HeLa beta-catenin nuclear translocation, immunofluorescence imaging;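 active = nuclear translocation activity above 50% at 5 µM, with a well cell count of 50 or more; inconclusive = wells under 50 cells across six images, flagged as toxic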;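 note: per-cell ratio of nuclear to cytoplasmic median beta-catenin stain intensity; plate controls were DMSO negative control for no effect and GSK-3 inhibitor IX positive control for full effect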
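Test system: human HeLa cells, native beta-catenin. Compound dosing: 5 µM primary single dose, 0.1% DMSO, 0.02–20 µM confirmation series. Incubation: compound exposure 24 h at 37°C. Detection: beta-catenin immunostaining with DAPI counterstain, 20x imaging, 6 fields/well. Read-out basis: Nuclear/cytoplasmic beta-catenin signal ratio, % activation.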
Myeloid diff MLP: promotes myeloid progenitor differentiation; ER-HoxA9 myeloid progenitors, lysozyme-GFP differentiation, flow cytometry; calls only at 10 µM; hit rate 1% among 360,000;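 active = normalized GFP-positive differentiation at or above the plate's own cutoff, the solvent-only control mean plus 3 SD; inconclusive = no clear call, values can overlap the other calls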;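 note: cells exposed to compound for four days before flow analysis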
West Nile antiviral: inhibition of WNV-induced cytopathic effect – cell-based, CPE readout (AID 1621) | West Nile virus-infected cells, CPE inhibition; higher % means a stronger effect | CPE inhibition, % at 10 µM, or IC50 in µM where a hit was titrated | hit rate 0.02% among 290,000; in the data active = a potency from the dose series; inconclusive = CPE inhibition mostly from about 3.7% at the one dose, without a potency; inactive = the rest, 99 in 100 with CPE inhibition below about 2.2%; note: strong numbers were not always called active
RSV CPE inhibition: inhibition of RSV-induced cytopathic effect – HEp-2 cells, primary 10 µM value included (AID 2391). HEp-2 cells, RSV-induced CPE inhibition; higher % means a stronger effect. one-dose CPE inhibition, % at 10 µM; IC50 in µM for titrated hits. hit rate 0.13% among 310,000; in the data active = a potency from the dose series; inconclusive = CPE inhibition mostly from about 23% at the one dose, without a potency; inactive = the rest, 99 in 100 with CPE inhibition below about 21%; note: strong numbers were not always called active
T cell HTS: modulates CD8 T cell binding to vesicles | calls only at 7 µM | 2C CD8+ T cell-vesicle binding, flow cytometry; stronger effect = lower value | hit rate 0.068% among 330,000 | AID 2052;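 active = response, share of CD8 T cells binding vesicles, and their 90th percentile fluorescence all below set limits, cut at about 80% in these data, passing the limit was not always enough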
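Read-out – percent CD8+ FL2 mean versus row control · System – murine 2C transgenic CD8+ T lymphocytes · Times – 1.5 h cell–vesicle binding at 37 °C, then 20 min icy labelling · Control set – naked vesicles low, QL9 vesicles with vehicle high · Detection – cytometric PE anti-B7-1 and Alexa647 anti-CD8 signals after 1% paraformaldehyde fixation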
MgcRacGAP inhibition: MgcRacGAP GTPase-activating activity inhibitors, confirmation, biochemical, ADP Hunter fluorescence; MgcRacGAP-stimulated Rac1 GTP hydrolysis, ADP Hunter fluorescence; higher % means a stronger effect; GST-tagged Rac1 F28L mutant substrate; inhibition, % at 30 µM, or IC50 in µM where a hit was titrated; hit rate 0.6% among 340,000;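 active = first-screen hits whose inhibition reached a set limit at any dose in the follow-up dose series; inconclusive = inhibition above the set first-screen limit but never retested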;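 note: fluorescence reports GDP produced by GAP-driven GTP hydrolysis; strong numbers were not always called active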
WT yeast gro inh: growth inhibition of WT yeast, mitochondrial fusion screen; AID 1362; hit rate 2.1% among 190,000; inhibition, % at 10 µM; mitochondrial fusion phenotypic screen, WT strain; in the data active = inhibition above about 58%; tested in S. cerevisiae
SV40 large T antigen: SV40 large T antigen inhibitors, biochemical (AID 1903); SV40 large T antigen ATPase/helicase inhibition assay; higher % means a stronger effect; inhibition, % at 20 µM; hits with a dose series show IC50 in µM; hit rate 0.39% among 310,000; in the data active = a potency from the dose series; inconclusive = inhibition mostly from about 32% at the one dose, without a potency; inactive = the rest, 99 in 100 with inhibition below about 32%; note: strong numbers were not always called active
PhoP inhibition: inhibitors of PhoP regulon expression, primary screen, Salmonella Typhimurium, GFP reporter (AID 1863); S. Typhimurium PhoP-regulated promoter GFP reporter, 4 h; higher % means a stronger effect; inhibition, % at 50 µM, or IC50 in µM where a hit was titrated; hit rate 0.16% among 300,000;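 active = inhibition over 29.93%, a cutoff 3 SD above the screen mean, later confirmed by dose response; inconclusive = inhibition over 29.93% but no dose response follow-up; inactive = inhibition at most 29.93% or unconfirmed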;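 note: 0% = low Mg2+ inducing control and 100% = high Mg2+ repressing control; strong numbers were not always called active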
WT yeast gro inh mutant strain: recorded beside WT yeast gro inh, whose call it bears; inhibition, %; mitochondrial fusion phenotypic screen, mutant strain inhibition
bCat nuc transl cell count 5 µM: also measured in bCat nuc transl; calls as there; cell count; measured here: cell count, cytotoxicity flag
T cell HTS vesicle-bound %: also measured in T cell HTS; calls as there; double positive events, %; measured here: CD8+ vesicle-bound cell fraction;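 binding gate set so that unloaded-vesicle control wells show 10% double positive cells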
Myeloid diff MLP GFP+ MAC1+ %: also measured in Myeloid diff MLP; calls as there; GFP+ MAC1+ double positive, %; measured here: differentiation confirmed by MAC1 staining
An asterisk follows results filed as active; i = inactive; ? = inconclusive; . = not tested or not shown; + = active, no number.

SMILES	bCat nuc transl	bCat nuc transl cell count 5 µM	Myeloid diff MLP	Myeloid diff MLP GFP+ MAC1+ %	West Nile antiviral	RSV CPE inhibition	T cell HTS	T cell HTS vesicle-bound %	MgcRacGAP inhibition	WT yeast gro inh	WT yeast gro inh mutant strain	SV40 large T antigen	PhoP inhibition
O=C(c1nc2ccc(Cl)cn2c1CN1CCC[C@H]1CO)N1CCCCCCC1	.	.	i	1.0	-0.2%	0.9%	i	8.5	7.9%	.	.	17.3%	5.2%
COc1cc(C(=O)N2CCC(NC(=O)C(Cc3ccc(C(C)C)cc3)NC(C)=O)CC2)cc(OC)c1OC (centres undefined)	1.4	1364	i	0.3	0.5%	-1.1%	i	6.5	2.9%	-1.6	0.6	-2.9%	-4.7%
CC1CC(C)CN(C(=O)C(Cc2ccccc2)NC(=O)c2ccccc2)C1 (centres undefined)	.	.	i	0.5	.	-2.0%	i	51.4	3.0%	.	.	14.0%	-2.0%
CCc1ccccc1N(CC(=O)NC1CCCCC1)C(=O)CNC(=O)c1ccco1	.	.	i	2.2	-0.7%	-0.2%	i	40.9	4.5%	.	.	-3.7%	9.3%
CCOc1cc(/C=C(/C#N)C(=O)Nc2ccc(OC)cc2)ccc1OCc1ccc(C(=O)O)cc1	.	.	i	0.5	-0.1%	3.7%	i	28.5	5.5%	.	.	11.1%	-6.5%
CC(C)COc1ccc(C(=O)Nc2ccc(N3CCOCC3)cc2N2CCOCC2)cc1	.	.	i	6.1	-0.6%	2.6%	i	12.6	-0.4%	.	.	12.5%	2.7%
CC(=O)C(Cc1ccccc1)NC(=O)CN(C)Cc1ccccc1Cl (centres undefined)	.	.	i	7.5	-0.2%	1.8%	i	42.7	-2.8%	.	.	10.6%	4.4%
Cc1cccc(NC(=S)NC(NC(=O)c2ccco2)C(Cl)(Cl)Cl)c1 (centres undefined)	-7.4	1234	i	1.4	-0.3%	?	i	7.9	9.3%	10.6	-8.4	-2.2%	35.6%
CCCCCOc1ccc(NC(=O)CCCC(=O)O)cc1	-2.2	1084	i	0.9	-0.2%	2.3%	i	8.5	5.0%	8.0	-0.6	11.8%	-1.3%
Cc1ccccc1N1CCN(S(=O)(=O)Cc2ccccc2)CC1	.	.	i	0.4	0.1%	?	i	61.2	7.5%	.	.	4.8%	-5.1%
Cc1cc(C)cc(C(=O)NCC(=O)N2CCC3(CC2)NCCc2[nH]cnc23)c1	.	.	i	4.3	0.1%	-0.1%	i	15.7	8.2%	.	.	13.0%	-3.0%
CCn1c(=S)sc2c(=O)n(-c3ccccc3)c(SC)nc21	0.4	1457	i	3.9	0.4%	.	i	38.8	5.0%	23.4	1.2	4.6%	-10.4%
CCN1C(=O)[C@H]2[C@@H](c3ccc(C)cc3)N3C(=O)N(c4ccc(C)cc4)C(=O)[C@@]3(Cc3ccc(Cl)cc3)[C@H]2C1=O	.	.	i	0.9	-0.4%	11.4%	i	29.2	11.2%	.	.	10.8%	-1.9%
O=C(Nc1ccccc1)Nc1cc(OCC(F)(F)F)cc(OCC(F)(F)F)c1	.	.	i	1.1	?	.	.	.	5.9%	86.0*	27.6*	-1.9%	15.1%
CCOC(=O)c1ccc(NC(=O)NCc2ccccn2)cc1	.	.	i	0.6	-0.1%	3.6%	i	66.8	0.2%	.	.	0.3%	1.5%
CCN(C(=O)COC(=O)/C(C#N)=C/c1ccc(OC)cc1)C1CCS(=O)(=O)C1 (centres undefined)	.	.	i	1.2	.	1.4%	i	52.2	10.4%	.	.	18.2%	-9.2%
COc1cc(/C=N/NC(=O)Cc2nnc(NC(=O)c3ccccc3)s2)ccc1O	.	.	i	0.5	0.8%	1.5%	i	49.1	40.2%	.	.	27.2%	5.4%
CC(=O)/C(C(=N)N1CCN(Cc2ccccc2)CC1)=C(\C)O	0.1	1077	i	0.6	0.2%	2.7%	i	45.3	7.4%	4.6	-2.2	17.9%	-1.2%
Cc1cc(C)c2c(c1)/C(=N/NC(=O)c1cc(C)oc1C)CCC2	1.6	519	i	0.6	-0.8%	1.7%	i	10.1	5.9%	-4.8	10.1	3.7%	6.1%
O=C(O)c1ccc(N=Nc2c(O)[nH]c3ccccc23)cc1	-2.5	1153	i	0.3	0.8%	-0.3%	i	50.8	6.0%	.	.	9.3%	-6.1%
CCCc1cc(=O)[nH]c(Nc2ccc(N3CCCCC3)cc2)n1	1.2	1061	i	1.0	0.5%	17.3%	i	35.3	7.4%	5.6	-8.3	30.6%	1.3%
CCc1cccc2c(C(=O)COC(=O)C3=NNC(=O)CC3)c[nH]c12	2.3	1254	i	0.2	-0.4%	-0.3%	i	37.0	-4.3%	-26.9	6.7	11.9%	3.6%
CN(C)c1ccc(NC(=O)CSc2nnc(-c3cnccn3)n2C)cc1	.	.	i	0.9	-0.1%	2.1%	i	72.2	?	.	.	17.8µM*	-3.7%
C/C(CC(=O)Nc1ccccn1)=N\NC(=O)c1ccc(C)cc1	0.0	1124	i	0.6	-0.1%	0.5%	i	5.4	5.7%	-1.6	-10.5	24.6%	-12.2%
Oc1cccc(Nc2ccccc2)c1	.	.	i	1.0	.	1.6%	i	22.8	62.6µM*	.	.	.	.

(continued)
SMILES	bCat nuc transl	bCat nuc transl cell count 5 µM	Myeloid diff MLP	Myeloid diff MLP GFP+ MAC1+ %	West Nile antiviral	RSV CPE inhibition	T cell HTS	T cell HTS vesicle-bound %	MgcRacGAP inhibition	WT yeast gro inh	WT yeast gro inh mutant strain	SV40 large T antigen	PhoP inhibition
Oc1c(I)cc(I)c2cccnc12	.	.	?	.	?	9.2%	i	27.5	8.9%	17.3	-17.3	14.0%	-1.3%
Cc1onc(-c2ccccc2)c1C(=O)N1CCC(CO)(Cc2ccccc2)CC1	.	.	i	0.0	-0.5%	-0.4%	i	12.1	4.5%	.	.	1.8%	1.9%
C=CCn1c(SCC(=O)NCc2ccccc2)nnc1-c1ccccc1O	.	.	i	0.5	-0.2%	-0.1%	i	36.1	4.7%	2.1	2.3	6.1%	0.5%
O=S(=O)(c1ccc(NC(=S)Nc2ccc(OC(F)F)cc2)cc1)N1CCOCC1	-0.9	527	+	1.5*	-0.1%	-0.3%	i	5.0	-0.9%	23.3	11.4	-12.4%	9.1%
CC(=O)c1ccc(NC(=S)Nc2cccc3cnccc23)cc1	-0.3	1492	i	1.7	1.1%	15.2%	i	22.6	15.1%	.	.	28.7%	1.8%
CN(c1ccccc1)S(=O)(=O)c1ccc(NC(=O)C2CCCCC2C(=O)O)cc1 (centres undefined)	.	.	i	1.0	0.3%	3.1%	i	39.2	8.5%	3.5	-0.7	5.2%	-1.9%
Cc1nc(N2CCN(C(=O)c3ccco3)CC2)nc2c1C(=O)CC(C)C2 (centres undefined)	.	.	i	2.3	-0.4%	1.8%	i	14.1	2.0%	.	.	10.8%	-4.7%
COc1ccc(C(=O)Nc2ccc(C)cc2C(=O)c2ccccc2)cc1	-0.8	1088	i	0.3	-0.4%	4.2%	i	42.8	11.5%	22.5	-8.8	20.3%	-6.7%
CC(=O)Nc1ccc(NC(=O)COC(=O)Cc2c[nH]c3ccccc23)cc1	2.0	503	i	0.2	0.9%	-0.2%	i	45.1	6.3%	-10.2	-13.4	5.8%	-3.8%
COc1ccccc1N1C(=O)C=C(Sc2nc(C)cc(C)n2)C1=O	-0.1	1377	i	0.6	-0.6%	1.2%	i	35.2	.	.	.	24.3µM*	1.4%
CN=C1CC(SC)=C1c1ccc(C)cc1	-0.9	1201	i	0.5	-0.3%	2.1%	i	48.8	11.6%	2.1	-2.7	5.1%	-7.7%
COc1cccc(O)c1CN1CCC(C(=O)Nc2ccc(-c3cccc(C)c3)cc2)CC1	.	.	i	0.3	-3.0%	-2.5%	i	60.9	8.5%	.	.	7.3%	12.8%
O=C(CC1C(=O)NCCN1Cc1cccc(Oc2ccccc2)c1)NCCc1cscn1 (centres undefined)	0.3	1449	i	0.5	0.9%	1.4%	i	54.9	4.2%	-8.2	-7.8	3.9%	6.7%
CCCc1nc2oc(C(=O)c3ccccc3)c(N)c2c2c1COC(C)(C)C2	.	.	i	0.2	-0.1%	2.5%	i	51.1	-1.0%	-6.0	5.6	3.5%	-8.1%
Cc1[nH]c2ccc(C(C)C)cc2c1CC(=O)O	-0.3	1353	i	0.2	-0.1%	2.1%	i	54.3	.	.	.	20.1%	-11.7%
Cc1cccc(Nc2ncc3c(n2)CC(c2ccco2)CC3=O)c1 (centres undefined)	0.8	1080	i	0.2	-0.2%	4.4%	i	26.7	5.6%	5.8	43.1	0.1%	-0.9%

Ordered by length of the SMILES (smallest number first): some entries from above.
SMILES	bCat nuc transl	bCat nuc transl cell count 5 µM	Myeloid diff MLP	Myeloid diff MLP GFP+ MAC1+ %	West Nile antiviral	RSV CPE inhibition	T cell HTS	T cell HTS vesicle-bound %	MgcRacGAP inhibition	WT yeast gro inh	WT yeast gro inh mutant strain	SV40 large T antigen	PhoP inhibition
Cc1[nH]c2ccc(C(C)C)cc2c1CC(=O)O	-0.3	1353	i	0.2	-0.1%	2.1%	i	54.3	.	.	.	20.1%	-11.7%
Cc1cccc(Nc2ncc3c(n2)CC(c2ccco2)CC3=O)c1 (centres undefined)	0.8	1080	i	0.2	-0.2%	4.4%	i	26.7	5.6%	5.8	43.1	0.1%	-0.9%
COc1ccccc1N1C(=O)C=C(Sc2nc(C)cc(C)n2)C1=O	-0.1	1377	i	0.6	-0.6%	1.2%	i	35.2	.	.	.	24.3µM*	1.4%
Cc1nc(N2CCN(C(=O)c3ccco3)CC2)nc2c1C(=O)CC(C)C2 (centres undefined)	.	.	i	2.3	-0.4%	1.8%	i	14.1	2.0%	.	.	10.8%	-4.7%

Source: PubChem BioAssay (several laboratories)
